# High-throughput results: PubChem BioAssay, Sanford-Burnham Center for Chemical Genomics
# Jurkat NFkB inh: inhibitors of the PMA/ionomycin-induced NF-kB reporter in Jurkat cells | PMA/ionomycin-induced NF-kB luciferase reporter, luminescence | inhibition, % at 4 µM | actives 0.53% (n = 330,000); in the data active = inhibition above about 50%
# UPR CHOP act: apoptotic UPR (CHOP) activation; CHO-CHOP luciferase reporter, luminescence; percent of tunicamycin response over DMSO baseline; activation, % at 10 µM; actives 0.34% (n = 330,000); AID 449763;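 active = at 10 µM dose, activation of 40% or more, normalized to positive control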;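 also: 100% = tunicamycin at 10 µg/mL and 0% = DMSO alone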
#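 Evaluation: % reporter activation, DMSO baseline versus tunicamycin full activation; System: CHO-CHOP luciferase reporter cell line; Input: 500 cells/well; Incubation: 6 h compound treatment, 37 °C; Measured by: Steady-Glo luciferase luminescence; Dosing: one dose, 10 µM in 0.5% DMSO; Buffer or medium: F12 medium, 10% FBS; Benchmarks: positive tunicamycin 10 µg/mL, negative DMSO alone.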
# TIM10 inh: TIM10 yeast growth inhibition. actives 1.4% (n = 330,000). inhibition, % at 10 µM. AID 463195. S. cerevisiae TIM10 strain growth, BacTiter-Glo luminescence, 24 h;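 active = inhibition of 40% or more at the single tested concentration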;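 also: wild-type TIM10 isogenic control strain grown at permissive 25 °C; 0% = DMSO yeast wells and 100% = minimal medium wells without yeast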
# tim23-1 inh: inhibits growth of tim23-1 mutant yeast | inhibition, % at 20 µM | S. cerevisiae tim23-1 growth, BacTiter-Glo luminescence, 24 h | actives 1.3% (n = 330,000) | AID 463212;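 active = growth inhibition of the mutant yeast at or above 50%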;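 also: temperature-sensitive mutant grown at 25 °C; plate controls were DMSO-treated mutant yeast for no effect and medium wells lacking yeast for full effect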
# XBP1 UPR activ: adaptive UPR (XBP1) activation | CHO-XBP1 luciferase reporter, IRE1-XBP1 UPR activation, luminescence; percent of tunicamycin response, DMSO as zero | activation, % at 20 µM | actives 0.33% (n = 330,000) | AID 463104;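 active = versus positive control, 20 µM dose yields 30% or more activation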;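 also: 100% = tunicamycin at 10 µg/mL and 0% = DMSO only wells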
#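 Material: CHO cell line with stable XBP1 luciferase reporter; schedule: 16-18 h cell attachment at 37 °C, then 6 h compound exposure; signal: glow luminescence from Steady-Glo reagent; medium: serum-containing F12 medium, 10% FBS; benchmarks: tunicamycin 10 µg/mL and vehicle-only wells; read-out: percent activation relative to tunicamycin reference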
# Mdm2-MdmX inh: disrupts the human Mdm2-MdmX interaction; SaOS-2 split-luciferase Mdm2/MdmX complementation, luminescence; inhibition, % at 8 µM; actives 3% (n = 330,000);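 active = inhibition of at least 50% at 8 µM in the primary screen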
# Target sequence (O15151 whole entry, looked up): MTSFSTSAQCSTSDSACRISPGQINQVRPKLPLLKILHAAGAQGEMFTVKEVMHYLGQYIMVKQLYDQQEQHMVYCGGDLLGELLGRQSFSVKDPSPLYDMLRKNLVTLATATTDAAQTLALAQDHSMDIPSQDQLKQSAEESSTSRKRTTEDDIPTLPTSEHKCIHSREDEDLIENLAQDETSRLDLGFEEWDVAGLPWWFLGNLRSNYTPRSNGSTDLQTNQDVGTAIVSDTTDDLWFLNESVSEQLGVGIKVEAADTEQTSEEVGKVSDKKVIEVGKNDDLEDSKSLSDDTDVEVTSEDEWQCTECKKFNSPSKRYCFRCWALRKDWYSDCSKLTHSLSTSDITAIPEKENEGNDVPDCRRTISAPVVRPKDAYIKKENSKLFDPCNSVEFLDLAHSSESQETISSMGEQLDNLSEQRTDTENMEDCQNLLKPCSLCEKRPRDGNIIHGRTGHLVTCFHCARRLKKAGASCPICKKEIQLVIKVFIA
# Target sequence (Q00987 whole entry, looked up): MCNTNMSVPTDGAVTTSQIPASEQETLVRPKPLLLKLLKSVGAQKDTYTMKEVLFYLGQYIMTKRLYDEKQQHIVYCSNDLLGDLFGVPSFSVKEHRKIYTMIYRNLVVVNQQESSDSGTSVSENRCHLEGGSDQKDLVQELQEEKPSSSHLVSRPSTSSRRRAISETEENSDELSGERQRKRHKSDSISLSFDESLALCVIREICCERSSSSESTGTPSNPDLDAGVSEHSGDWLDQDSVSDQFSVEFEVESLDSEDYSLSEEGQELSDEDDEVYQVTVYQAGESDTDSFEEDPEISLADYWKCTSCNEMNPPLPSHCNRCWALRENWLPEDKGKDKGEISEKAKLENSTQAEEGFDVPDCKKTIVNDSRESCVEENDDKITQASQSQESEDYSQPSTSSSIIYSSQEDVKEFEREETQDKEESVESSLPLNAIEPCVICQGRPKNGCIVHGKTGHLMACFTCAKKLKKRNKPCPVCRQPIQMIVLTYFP
# tim10-1 inh: inhibits growth of tim10-1 mutant yeast | S. cerevisiae tim10-1 ts strain growth, BacTiter-Glo, 24 h | inhibition, % at 20 µM | actives 2.2% (n = 330,000) | AID 463190;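 active = inhibition of at least 40%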;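 also: mutant grown at 25 °C; 0% = DMSO wells with yeast and 100% = wells holding no yeast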
# 697 NFkB inh: lowers PMA/ionomycin-induced NF-kB signal in 697 B cells; 697 B-cell NF-kB luciferase reporter, 16 h; inhibition, % at 4 µM; actives 0.33% (n = 330,000); AID 435022; in the data active = inhibition above about 35%
# * hit, by the source's call. Hits appear at their usual frequency; overall some 6.6% were active at least once.
# Every second line gives: Jurkat NFkB inh, UPR CHOP act, TIM10 inh, tim23-1 inh, XBP1 UPR activ, Mdm2-MdmX inh, tim10-1 inh, 697 NFkB inh
COc1ccc(/C=C2\SC(=S)N(CCC(=O)N(CCO)Cc3ccccc3)C2=O)cc1OC
  -10, 1.1, 12, 13, -4, 44, 27, 19
CC(=O)c1cnc2nc(SCc3ccccc3)nn2c1C
  -68, 3.5, -1, 16, 0, -54, -1, -107
CCn1cc(CN2CCC(n3nccc3NC(=O)c3ccccc3C)CC2)cn1
  0, -0.4, 3, -2, -6, 14, 3, 29
COc1ccc(-n2c(Cc3cc(=O)[nH]c(=O)[nH]3)nnc2SCC(=O)N2CCCC2)cc1
  4, -0.2, 9, 15, -3, 14, 8, 13
COc1ccc(OC)c(N2Cc3cc(C)c(C)cc3C2)c1
  11, -0.4, -13, 20, -1, 7, -14, -18
Cc1[nH]c(=O)c(C#N)c(C)c1Br
  0, -1.3, -11, -8, -4, -10, -8, 5
c1ccc(NCC2OCc3ccccc3CO2)cc1
  -6, 4.0, 2, 18, 4, -81, 10, -108
O=C(O)c1cn(-c2ccc(F)cc2)c(=O)c2ccccc12
  -3, 1.2, 0, 2, -2, -30, 4, 2
O=S(=O)(/N=C(/Nc1ccc(F)cc1F)c1ccccc1)c1ccccc1
  5, 0.1, 23, 21, 0, -12, 11, 14
O=C(c1ccccc1F)N1CCc2ccccc21
  -5, 0.0, -7, 16, 1, 1, 5, 17
CCOCCCNC(=O)C(NC(=O)c1ccc(NC(C)=O)cc1)c1ccc(Cl)cc1 (stereo not drawn)
  0, 2.9, 14, 6, 0, -38, -1, -7
C=CC(COCc1ccccc1)N(Cc1ccccc1)S(=O)(=O)c1ccccc1Br (stereo not drawn)
  8, -1.3, 1, 20, -3, 22, 10, 4
CC(OC(=O)CCc1ccccc1)C(=O)Nc1ccc(Cl)cn1 (stereo not drawn)
  12, -1.0, 8, 21, -1, 23, 9, -7
CNC(=S)N1CCc2cc(OC)c(OC)cc2C1COc1ccc(OC)cc1 (stereo not drawn)
  5, -0.2, 8, 11, 1, 17, 4, 0
Cc1cccc(OCCCN2C(=O)C(=O)c3cc(C)ccc32)c1
  3, 1.5, 16, 41, 13, 59*, 16, -8
CCOC(=O)N1CCN(CC(=O)Nc2nc3ccc(OC)cc3s2)CC1
  6, 2.6, 2, 17, -1, 14, 22, -8
Cc1ccc(CSc2ccc(C(=O)N3CCOCC3)cc2[N+](=O)[O-])cc1
  -4, -0.1, -4, -1, -1, -4, 6, 7
CN(Cc1ccccc1)C(=O)CN1C(=O)NC(C)(c2ccc(C(C)(C)C)cc2)C1=O (stereo not drawn)
  12, 1.4, -1, 23, -5, 27, 30, 7
COc1ccc(COC(=O)C2=C(C)NC(=O)NC2c2cccc(Br)c2)cc1 (stereo not drawn)
  -7, -1.6, -1, 10, -3, 34, 8, -22
O=C(O)c1ccc(NS(=O)(=O)c2cc(Cl)ccc2Cl)cc1O
  -6, -1.3, -15, 9, -8, 17, 8, 14
CCCCOc1ccc(C(=O)N/C(=C\c2cccc([N+](=O)[O-])c2)C(=O)OCc2ccco2)cc1
  -4, 1.6, -2, -5, 2, -1, 8, -10
Nc1ccn(Cc2ccccc2F)n1
  9, 2.6, -3, 4, 1, -20, -4, 9
NC(=O)c1ccsc1NC(=O)CSc1ccccc1F
  -15, 3.5, 5, 4, -1, -19, -1, -58
COC(=O)[C@H](CCSC)NC(=O)Nc1cc(C)ccc1C
  -3, -3.9, -13, 9, -3, 15, -1, -5
COCCNC(=O)C(c1ccc(C)cc1)N(C(=O)CCC(=O)Nc1ccccn1)c1ccc(F)cc1 (stereo not drawn)
  10, 0.8, -12, 8, -4, 8, 12, 10
Cc1ccc(C(C(=O)NCc2ccc(F)cc2)N(Cc2ccco2)C(=O)c2snc(C(N)=O)c2N)o1 (stereo not drawn)
  19, 5.8, 12, 6, 1, 18, 8, 5
Cc1ccc(C(C)C)c(OCC(=O)Nc2ccc3c(c2)nc(CCN2CCCCC2)n3C)c1
  9, 2.0, 19, 0, 2, 99*, 11, 0
CCOC(=O)C(NC(=O)CC)(Nc1ccc(S(=O)(=O)Nc2ncccn2)cc1)C(F)(F)F (stereo not drawn)
  -4, -2.6, 0, 27, -1, -2, 2, -42
CCCn1c2ccccc2c2nnc(SCC(=O)OCC)nc21
  16, -0.3, -14, 26, -1, 22, 23, -2
CCOc1ccc(C(=O)C(C)OC(=O)Cn2cnc3c2c(=O)n(C)c(=O)n3C)cc1 (stereo not drawn)
  15, -0.5, 11, -12, 1, 15, -5, 10
CCN(CC)C(=O)CCc1nnc(CCc2c[nH]c3ccccc23)o1
  -4, 0.1, 14, 13, -2, -52, 16, -27
O=C(CS(=O)c1ccc(Br)cc1)N1CCOCC1 (stereo not drawn)
  -4, 0.1, 2, -3, -3, 16, 0, 5
O=C(Nc1ccc(S(=O)(=O)N2CCc3ccccc3C2)cc1)C1CCCO1 (stereo not drawn)
  0, -2.6, 14, 19, 1, 4, 20, -16
CCC(CC)c1nnc(NC(=O)CC(C)c2ccccc2)s1 (stereo not drawn)
  3, 1.6, 5, 25, -5, -4, 17, -11
CC(C)(C)NC(=O)C(c1cccs1)N(C(=O)c1csnn1)c1cccc(F)c1 (stereo not drawn)
  -14, -0.9, -2, 11, -1, 4, 5, -5
CCN1C(Nc2ccccc2)=NC[C@@H]1CC(C)C
  -2, -0.4, 8, 17, 1, 3, 2, 16
Cc1cccc(NC(=O)N2CCN(Cc3ccc4c(c3)OCO4)CC2)c1C
  8, -1.8, 4, -4, 1, -9, 0, 5
COC(=O)c1ccc(C(=O)OC)c(NC(=O)COc2ccccc2OC)c1
  -1, -0.7, 10, 8, -3, 8, 17, 16
CCOCCOC(=O)c1cccc(NC(=O)OCC)c1
  9, -2.7, 13, 35, -3, 2, 30, 10
O=C(Cn1c(=O)[nH]c2ccccc2c1=O)Nc1ccc2c(c1)OCCO2
  8, -0.6, 10, -6, -5, 21, 1, -10
COC1CCN(C(=O)c2ccc(OC3CCN(CCc4ccccc4)CC3)cc2)CC1
  -2, 0.1, -2, 14, -3, -10, 9, 15
CC(=O)CSc1nc(N)c(C#N)c(-c2cccs2)c1C#N
  7, -1.9, 14, -3, -1, 52*, 23, -24
CCCCn1c(N)c(N(CCC(C)C)C(=O)c2c(C)noc2C)c(=O)[nH]c1=O
  1, -0.9, 6, -1, -3, -10, 8, -7
CC(Nc1nc(-c2ccccc2O)nc2ccccc12)c1ccccc1 (stereo not drawn)
  -34, 0.1, 21, 44, -3, 37, 28, -25
CCN(CC)C(=O)NC1CC2CCCC(C1)N2Cc1ccccc1 (stereo not drawn)
  -5, 0.9, 0, 2, 2, 1, 0, -2

# Of the compounds above, these have an NH in an aromatic ring.
# Every second line gives: Jurkat NFkB inh, UPR CHOP act, TIM10 inh, tim23-1 inh, XBP1 UPR activ, Mdm2-MdmX inh, tim10-1 inh, 697 NFkB inh
COc1ccc(-n2c(Cc3cc(=O)[nH]c(=O)[nH]3)nnc2SCC(=O)N2CCCC2)cc1
  4, -0.2, 9, 15, -3, 14, 8, 13
Cc1[nH]c(=O)c(C#N)c(C)c1Br
  0, -1.3, -11, -8, -4, -10, -8, 5
CCN(CC)C(=O)CCc1nnc(CCc2c[nH]c3ccccc23)o1
  -4, 0.1, 14, 13, -2, -52, 16, -27
O=C(Cn1c(=O)[nH]c2ccccc2c1=O)Nc1ccc2c(c1)OCCO2
  8, -0.6, 10, -6, -5, 21, 1, -10
CCCCn1c(N)c(N(CCC(C)C)C(=O)c2c(C)noc2C)c(=O)[nH]c1=O
  1, -0.9, 6, -1, -3, -10, 8, -7

# Additional records
# Every second line gives: Jurkat NFkB inh, UPR CHOP act, TIM10 inh, tim23-1 inh, XBP1 UPR activ, Mdm2-MdmX inh, tim10-1 inh, 697 NFkB inh
C=CCN(C(=O)c1csnn1)C(C(=O)NC1CCCC1)c1c(F)cccc1Cl (stereo not drawn)
  -3, -0.3, -8, 10, 1, 29, 13, -12
CC1(C)CC(=O)C(C=Nc2cc(C(=O)c3ccccc3)ccc2N)=C(O)C1
  11, -0.4, 13, 17, 4, 21, 20, 10
O=C(c1ccc(Oc2ccccc2)cc1)C1CCCN(C(=O)c2cnccn2)C1 (stereo not drawn)
  -7, 1.5, 2, 23, -1, 8, -4, -15
CC(CCc1ccccc1)NC(=O)CN(C)Cc1ccccc1F (stereo not drawn)
  -9, 0.6, 20, 14, 3, -5, 28, -5
c1ccc(COc2ccc(OCCn3cncn3)cc2)cc1
  -67, 1.6, 2, 14, 1, -56, 20, -121
COc1ccc(-c2cc(C(F)(F)F)nc(NCc3cccnc3)n2)cc1
  -1, 1.5, 5, 17, 4, -12, 20, -15
CCC(C)NC(=O)CN(c1ccc(Cl)c(Cl)c1)S(C)(=O)=O (stereo not drawn)
  -15, 0.1, -14, 12, -2, -21, 2, -31
O=C(COC(=O)C1CCC(N2C(=O)C3C4CCC(C4)C3C2=O)CC1)c1ccc(F)cc1 (stereo not drawn)
  2, 0.2, 25, 24, -4, -2, 14, 17
COc1ccc(OC2C(=O)N(c3cc(C)ccc3C)C2c2ccc(OC)c(OC)c2)cc1 (stereo not drawn)
  9, 1.9, 26, 13, -4, 3, 17, -9
CC1=C(C(=O)OCc2ccccc2)C(c2ccc([N+](=O)[O-])cc2)NC(=O)N1C (stereo not drawn)
  17, 0.5, -16, 18, -5, -20, -10, -1
COc1ccc(OC(=O)c2cccc(S(=O)(=O)N3CC(C)OC(C)C3)c2)cc1 (stereo not drawn)
  1, -0.1, 13, 25, -2, -3, 19, 10
Cc1ccc(NC(=O)c2cnc(SCC(=O)c3ccccc3)n(C)c2=O)cc1
  -34, 1.7, 0, -3, 3, 38, -2, -52
CCCn1c(=S)[nH]c2cc(C(=O)NCC3CCCO3)ccc2c1=O (stereo not drawn)
  -2, 0.0, -3, -6, -3, 15, -3, 17
O=C(N1CCCCCC1)N1CCN(S(=O)(=O)N2CCOCC2)CC1
  14, 1.4, 3, 7, -6, 11, -1, 10
CN(C)C(CNC(=O)C1CCCN1C(=O)c1cccs1)c1ccccc1 (stereo not drawn)
  -4, 3.0, -5, 12, -3, -1, 2, 17
Cc1ccc(C(=O)Nc2nc(C)c(C)s2)o1
  -82, -0.5, 5, 25, -2, -67, 23, -59
CCCCCCn1c2c(c(=N)c3c1CCC3)CCC2
  65*, -2.4, 3, 29, -2, 67*, 4, 104*
O=C(NN1C(=O)C2C3c4ccccc4C(c4ccccc43)C2C1=O)c1ccccc1 (stereo not drawn)
  8, 0.5, -1, 2, -1, 12, 16, -7
CCCOC(=O)C[N+](C)(C)CCOC1CC2CCC1(C)C2(C)C (stereo not drawn)
  -7, -1.0, 0, 5, -2, -12, 0, -15
CCCOc1ccc(N2C(=O)CC(N(CCCO)C(=O)CC)C2=O)cc1 (stereo not drawn)
  -3, -0.1, -11, 22, -2, 8, 9, 4
O=C(Nc1ccc(F)cc1F)c1csc(-c2cccs2)n1
  -97, 0.8, 26, 10, 4, -110, 26, 14
Cc1ccc(-c2nnn3c2nc(NC(C)C)c2ccccc23)cc1
  -12, 2.4, -3, 33, 6, 32, 26, -25
CCOc1cc(S(=O)(=O)N2CCCCCC2)ccc1F
  -4, 1.9, 3, 28, -3, 23, 13, 7
CCCCSc1nnc(-c2ccccc2N)c(=O)[nH]1
  -27, 3.5, 13, 12, 3, -51, 19, -64
COc1cccc(CNC(=O)CCCc2nnc3n(C)c(=O)c4sccc4n23)c1
  12, 0.4, -4, -5, -6, 7, -20, -14
CCc1c(C)n([O-])c2c([n+]1=O)CCC2
  9, -1.1, -9, 1, -1, -20, -3, 12
C=CCNC(=O)c1c(C(F)(F)F)nn(C)c1Cl
  9, -0.2, 15, -4, -4, -7, -2, 13
CC1Oc2cc3oc4c(O)c(O)ccc4c(=O)c3c(O)c2C1(C)C (stereo not drawn)
  -35, 9.7, 17, 69*, 2, -9, 34, -50
